Source: PubChem
PostGolgi yeast: growth inhibition of a yeast mutant, post-Golgi transport screen. inhibition, % at 10 µM. post-Golgi transport phenotypic cell assay. 0.9% of 98,000 active;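 also: yeast cells grown in 1536-well plates; yeast grown about 18 h at 30C before absorbance read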
CYP2C19 inhib: human CYP2C19 inhibition. P33261. CYP2C19 Supersomes, luciferin-H EGE luminescence, 30 min. inhibition, % at 5 µM. 21% of 96,000 active;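 active = CYP2C19 inhibition above a set limit at 5 µM in the primary screen, cut at about 50% in these data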;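 also: plate controls were negative control wells for no effect and 2.5 mM tranylcypromine positive control for full effect; values of inactives mirror those of a sister screen read the other way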
Target sequence (P33261 whole entry, looked up): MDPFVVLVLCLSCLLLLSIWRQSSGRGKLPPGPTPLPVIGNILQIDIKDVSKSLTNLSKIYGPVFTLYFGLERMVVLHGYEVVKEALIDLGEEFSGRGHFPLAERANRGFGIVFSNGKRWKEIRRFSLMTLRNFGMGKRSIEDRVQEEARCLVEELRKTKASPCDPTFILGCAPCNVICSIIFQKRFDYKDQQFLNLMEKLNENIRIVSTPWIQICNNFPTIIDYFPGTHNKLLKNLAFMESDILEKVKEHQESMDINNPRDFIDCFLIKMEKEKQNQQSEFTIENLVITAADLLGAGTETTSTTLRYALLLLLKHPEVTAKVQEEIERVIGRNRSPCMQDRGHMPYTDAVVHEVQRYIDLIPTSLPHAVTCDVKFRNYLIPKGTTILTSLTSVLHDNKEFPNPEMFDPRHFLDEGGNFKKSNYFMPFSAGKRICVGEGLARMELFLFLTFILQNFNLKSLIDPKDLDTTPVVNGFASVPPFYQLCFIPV
CYP2C19 activ: activators of human cytochrome P450 2C19; activation factor at 5 µM; P33261; recombinant CYP2C19, luciferin-H EGE luminescence; active compounds read high; 0 = fully inhibited enzyme, 1 = untreated enzyme; 96,000 tested, under 10 active;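 active = activation factor of at least 2 at 5 µM in the primary screen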;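 also: 0 = wells with 2.5 mM tranylcypromine and 1 = vehicle-only wells; values of inactives mirror those of a sister screen read the other way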
hDAT+cocaine: modulates human dopamine transporter uptake under cocaine; Q01959; LLC-PK1 hDAT cells, [14C]-dopamine uptake with cocaine IC80; actives deviate in either direction; B-score at 10 µM; 1.3% of 110,000 active;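 active = Z score or B-score, a plate-position-corrected score, falls beyond the plate's 99.7% confidence bounds, in either direction; inactive = both scores lie inside the 99.7% bounds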;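 also: scored against the spread of the other compound wells on the same plate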
Target sequence (Q01959 whole entry, looked up): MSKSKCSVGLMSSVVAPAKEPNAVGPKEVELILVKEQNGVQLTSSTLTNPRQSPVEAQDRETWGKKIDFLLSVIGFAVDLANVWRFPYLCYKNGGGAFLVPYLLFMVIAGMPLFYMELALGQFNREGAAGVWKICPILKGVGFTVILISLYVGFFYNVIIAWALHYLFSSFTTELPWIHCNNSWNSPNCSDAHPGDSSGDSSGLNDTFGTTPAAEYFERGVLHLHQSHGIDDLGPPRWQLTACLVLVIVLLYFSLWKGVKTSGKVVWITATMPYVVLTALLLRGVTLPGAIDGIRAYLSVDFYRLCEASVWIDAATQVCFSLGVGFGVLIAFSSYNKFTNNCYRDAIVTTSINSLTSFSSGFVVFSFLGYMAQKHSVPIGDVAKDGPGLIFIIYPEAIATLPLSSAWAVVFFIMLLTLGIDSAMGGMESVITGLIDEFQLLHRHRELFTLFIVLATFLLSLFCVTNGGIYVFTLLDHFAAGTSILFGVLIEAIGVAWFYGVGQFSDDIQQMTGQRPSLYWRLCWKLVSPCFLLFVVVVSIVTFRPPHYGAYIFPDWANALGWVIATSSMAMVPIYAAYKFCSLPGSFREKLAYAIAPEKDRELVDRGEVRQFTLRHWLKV
PostGolgi ctrl: inhibits growth of the yeast control strain | efflux-deficient yeast background strain, growth absorbance A615, 16 h | inhibition, % at 10 µM | 5% of 98,000 active
Numbers without * were called inactive. Rule as the data show it, unless noted: active = inhibition above about 30%; inactive = the rest. These rows are one share of the data, so the mix of outcomes need not match the whole.

For O=C(N(c1ccccc1)c1ccccc1)n1ccnc1 the results were PostGolgi yeast 8, hDAT+cocaine 0.55 and PostGolgi ctrl 9.
`COc1ccc(OC)c(NC(=O)Cn2cnc3c(cnn3-c3ccccc3)c2=O)c1` gave PostGolgi yeast 2, hDAT+cocaine 0.5 and PostGolgi ctrl 8.
COCCN1C(=O)c2ccccc2C(C(=O)NCCCN2CCCC2)C1c1c[nH]c2ccccc12 (stereo unspecified) was read as PostGolgi yeast 0, hDAT+cocaine 0.0011 and PostGolgi ctrl 4.
Screening CCOC(=O)c1[nH]c2ccc(C)cc2c1N returned PostGolgi yeast 4, hDAT+cocaine 0.71 and PostGolgi ctrl 10.
For CCC(=O)Nc1sc2c(c1C(N)=O)CCN(C(C)=O)C2 the results were PostGolgi yeast 8, hDAT+cocaine -0.33 and PostGolgi ctrl 2.
Cc1cc(C)cc(Nc2ccc(C(=O)O)cc2N)c1 was read as PostGolgi yeast -5, hDAT+cocaine 1.4 and PostGolgi ctrl 2.
Cn1c(=O)oc2cc(S(=O)(=O)Nc3cccc(F)c3)ccc21 was read as PostGolgi yeast 14, hDAT+cocaine 0.5 and PostGolgi ctrl 15.
For Cc1cc(Nc2ccc(C)c(Br)c2)n2nc(C)nc2n1 the results were PostGolgi yeast -10, hDAT+cocaine -1 and PostGolgi ctrl 5.
`Cc1cc(Nc2ccc(F)cc2F)n2nc(C)nc2n1` gave PostGolgi yeast 4, hDAT+cocaine 0.72 and PostGolgi ctrl -3.
For COc1ccc(C(=O)NCc2cn3c(C)csc3n2)cc1OC the results were PostGolgi yeast -1, hDAT+cocaine 0.032 and PostGolgi ctrl 12.
CCOc1ccc(C(CC(=O)O)NC(=O)C23CC4CC(CC(C4)C2)C3)cc1 (stereo unspecified) was read as PostGolgi yeast 1, hDAT+cocaine 0.7 and PostGolgi ctrl 8.
For O=C(c1cnc2n(c1=O)CCS2)N1CCc2ccccc21 the results were PostGolgi yeast 3, hDAT+cocaine -1.2 and PostGolgi ctrl 8.
For Cc1cc(C(=O)Nc2cccnc2)on1 the results were PostGolgi yeast 7, hDAT+cocaine -0.074 and PostGolgi ctrl 8.
COC(=O)c1cnn2c(C)c(Cc3cccc(F)c3)c(C)nc12 was read as PostGolgi yeast 0, hDAT+cocaine 0.3 and PostGolgi ctrl 0.
For COc1ccc(N(CC(=O)Nc2ccc(S(=O)(=O)N3CCCC3)cc2)S(C)(=O)=O)cc1OC the results were PostGolgi yeast 5, hDAT+cocaine 1.1 and PostGolgi ctrl 18.
Screening COc1ccc(-c2nc3n(n2)C(=O)CC(c2ccco2)S3)cc1 (stereo unspecified) returned PostGolgi yeast 4, hDAT+cocaine 1.1 and PostGolgi ctrl 41*.
For COc1ccccc1-c1nnc(Nc2nc3c(OC)cccc3s2)o1 the results were PostGolgi yeast -7, hDAT+cocaine 0.0069 and PostGolgi ctrl 5.
COC(=O)c1oc2ccc(OC)cc2c1N was read as PostGolgi yeast 6, hDAT+cocaine -0.017 and PostGolgi ctrl 8.
For COc1ccc(N2CCN(C(=O)CCNS(=O)(=O)c3ccc4c(c3)CCC(=O)N4)CC2)cc1 the results were PostGolgi yeast 3, hDAT+cocaine 1.4 and PostGolgi ctrl 8.
`O=C(Cn1ncc2c(=O)oc3ccccc3c21)N1CCc2ccccc2C1` gave PostGolgi yeast -1, hDAT+cocaine -0.88 and PostGolgi ctrl -16.
Screening O=S(=O)(c1ccc(F)cc1)N1CCN(Cc2ccccc2C(F)(F)F)CC1 returned PostGolgi yeast 2, hDAT+cocaine -0.23 and PostGolgi ctrl 21.
Cc1ccc(-n2c(=O)cc(N3CCCCCC3)[nH]c2=O)cc1 was read as PostGolgi yeast 3, hDAT+cocaine -1.3 and PostGolgi ctrl 7.
For CCOc1ccc(NC(=O)CSc2nnc(Cn3c(=O)sc4ccccc43)n2C)cc1 the results were PostGolgi yeast 5, hDAT+cocaine 0.92 and PostGolgi ctrl 13.
For O=C(OC1CCOC1=O)c1ccc2ncsc2c1 (stereo unspecified) the results were PostGolgi yeast 5, hDAT+cocaine 0.011 and PostGolgi ctrl 15.
`Cc1cc(C)n(-c2nc3ccccc3nc2Nc2ccc3c(c2)OCO3)n1` gave PostGolgi yeast 4, hDAT+cocaine -0.044 and PostGolgi ctrl 22.
CCCS(=O)(=O)N1CCN(C(=O)COc2ccc(-c3ccccc3)cc2)CC1 was read as PostGolgi yeast 11, hDAT+cocaine 0.87 and PostGolgi ctrl 3.
For COc1ccc(NC(=O)c2ccc3c(c2)C(=O)N(Cc2cccnc2)C3=O)c(OC)c1 the results were PostGolgi yeast -7, hDAT+cocaine -0.15 and PostGolgi ctrl 0.
For CCOC(=O)C1CCN(c2nc(C)nc3c2oc2ccccc23)CC1 the results were PostGolgi yeast 20, hDAT+cocaine 1.5 and PostGolgi ctrl 36*.
Screening Cc1nn(C)c(C)c1S(=O)(=O)N(CC(=O)Nc1ccccn1)c1ccc(C(C)C)cc1 returned PostGolgi yeast 1, hDAT+cocaine 0.67 and PostGolgi ctrl 8.
Cc1cc(OCC(=O)NCCO)ccc1Cl was read as PostGolgi yeast -2, hDAT+cocaine 0.74 and PostGolgi ctrl 2.

Arranged by length of the SMILES (low to high): part of the list above
Cc1cc(OCC(=O)NCCO)ccc1Cl was read as PostGolgi yeast -2, hDAT+cocaine 0.74 and PostGolgi ctrl 2.
`Cc1cc(C)n(-c2nc3ccccc3nc2Nc2ccc3c(c2)OCO3)n1` gave PostGolgi yeast 4, hDAT+cocaine -0.044 and PostGolgi ctrl 22.
CCCS(=O)(=O)N1CCN(C(=O)COc2ccc(-c3ccccc3)cc2)CC1 was read as PostGolgi yeast 11, hDAT+cocaine 0.87 and PostGolgi ctrl 3.

Additional compounds follow.
`Cc1ccccc1NC(=O)c1ocnc1C` gave PostGolgi yeast 2, hDAT+cocaine -0.11 and PostGolgi ctrl 6.
Screening Cc1cccc(-n2nc3c(c2NC(=O)CCC2CCCCC2)CS(=O)C3)c1C (stereo unspecified) returned PostGolgi yeast 8, hDAT+cocaine -0.8 and PostGolgi ctrl 0.
For CC(C)Sc1nnc(Cn2c(=O)sc3ccccc32)n1-c1ccccc1 the results were PostGolgi yeast 4, hDAT+cocaine -0.0014 and PostGolgi ctrl 32*.
For CCc1ccccc1NC(=O)CSc1nc2n[nH]c(C)c2c(=N)n1-c1ccc(OC)cc1 the results were PostGolgi yeast 18, hDAT+cocaine -0.46 and PostGolgi ctrl 1.
Oc1c(C(c2ccc(F)cc2)N2CCc3ccccc3C2)sc2ncnn12 (stereo unspecified) was read as PostGolgi yeast 6, hDAT+cocaine -0.45 and PostGolgi ctrl 4.
`O=C(Nc1cccnc1)c1cccnc1` gave PostGolgi yeast 2, hDAT+cocaine 0.0073 and PostGolgi ctrl 18.
For O=c1[nH]c(C2CCCN(S(=O)(=O)c3ccccc3)C2)nc2c1nnn2Cc1ccccc1F (stereo unspecified) the results were PostGolgi yeast 4, hDAT+cocaine -1 and PostGolgi ctrl -3.
`COC(=O)c1[nH]c(C)c(/C(O)=C2\C(=O)C(=O)N(CCN(C)C)C2c2ccco2)c1C` (stereo unspecified) gave PostGolgi yeast 0, hDAT+cocaine -0.82 and PostGolgi ctrl -3.
`COc1cc(SC)ccc1C(=O)N1CCCCCC1` gave PostGolgi yeast 3, hDAT+cocaine 0.68 and PostGolgi ctrl 8.
COc1ccccc1N1CCN(C2CCN(C(=O)c3cccs3)CC2)CC1 was read as PostGolgi yeast 2, hDAT+cocaine 1.6 and PostGolgi ctrl 7.
O=c1c2cc3ccccc3n2cnn1Cc1ccccc1F was read as PostGolgi yeast 7, hDAT+cocaine 0.25 and PostGolgi ctrl 20.
CC(C)CCSc1nnc(Cn2c(=O)sc3ccccc32)n1C was read as PostGolgi yeast 4, hDAT+cocaine -0.22 and PostGolgi ctrl 14.
CN1CCN(c2nc(C(N)=O)cc(-c3ccccc3)n2)CC1 was read as PostGolgi yeast 4, hDAT+cocaine 1.2 and PostGolgi ctrl 8.
For CN=c1sc(C(=O)Nc2cccc(Cl)c2)cc(=O)n1C the results were PostGolgi yeast 3, hDAT+cocaine 1.3 and PostGolgi ctrl 1.
For Cc1ccc(NC(=O)c2ccccc2O)cc1 the results were PostGolgi yeast 5, hDAT+cocaine 1.6 and PostGolgi ctrl 25.
Screening Cc1ccnc(NC(=O)CCC(=O)N(CC(=O)NC2CCCCC2)c2ccc3c(c2)OCO3)c1 returned CYP2C19 inhib 41, CYP2C19 activ 0.6 and hDAT+cocaine -0.71.
`Cc1ccc2[nH]c(=O)c(CN(CCO)C(=O)NCc3ccccc3)cc2c1` gave CYP2C19 inhib 15, CYP2C19 activ 0.9 and hDAT+cocaine 0.055.
`Cc1cccc(N(Cc2cc3ccccc3[nH]c2=O)C(=O)c2ccco2)c1C` gave CYP2C19 inhib -21, CYP2C19 activ 1.2 and hDAT+cocaine 0.094.
CCCCCSc1nc2c(c(=O)[nH]c(=O)n2C)n1CCc1ccccc1 was read as CYP2C19 inhib 0, CYP2C19 activ 1 and hDAT+cocaine -0.3.
`Cn1c(N)c(C(=O)CSc2nc3ccccc3n2-c2ccccc2)c(=O)n(C)c1=O` gave CYP2C19 inhib -9, CYP2C19 activ 1.1 and hDAT+cocaine 0.028.
Screening CC(=NC(C)C)C1=C(O)CCC1=O returned CYP2C19 inhib 1, CYP2C19 activ 1 and hDAT+cocaine -2.2.
`CCC(C)N(C(=O)COC(=O)c1cn(CC)c2nc(C)ccc2c1=O)C1CCS(=O)(=O)C1` (stereo unspecified) gave CYP2C19 inhib -15, CYP2C19 activ 1.2 and hDAT+cocaine -0.59.
`CCOc1ccc2nc(NC(=O)CSc3nc4c(c(=O)n(C)c(=O)n4C)n3CC)sc2c1` gave CYP2C19 inhib 32, CYP2C19 activ 0.7 and hDAT+cocaine -0.27.
Cc1cc(C)nc(NS(=O)(=O)c2ccc(NC(=O)CCCN3C(=O)c4ccccc4C3=O)cc2)n1 was read as CYP2C19 inhib 28, CYP2C19 activ 0.7 and hDAT+cocaine -0.83.
`Clc1ccc(-c2noc(COc3ccccc3)n2)cc1` gave CYP2C19 inhib 27, CYP2C19 activ 0.7 and hDAT+cocaine -0.19.
For COc1cc(NC(=O)c2ccccc2)cc(OC)c1 the results were CYP2C19 inhib 19, CYP2C19 activ 0.8 and hDAT+cocaine 2.
Cc1nc2sc(C(c3ccco3)N3CCN(c4ccccc4)CC3)c(O)n2n1 (stereo unspecified) was read as CYP2C19 inhib 48, CYP2C19 activ 0.5 and hDAT+cocaine -0.11.
Screening COc1ccccc1-c1nc(SCc2ccccn2)n[nH]1 returned CYP2C19 inhib 34, CYP2C19 activ 0.7 and hDAT+cocaine 1.1.
Cc1cccc(-c2nnc3n2N=C(c2ccc(Br)cc2)CS3)c1 was read as CYP2C19 inhib 14, CYP2C19 activ 0.9 and hDAT+cocaine -0.52.
COc1cc(C2NC(=O)NC(C)=C2C(=O)OCc2ccccc2)ccc1O (stereo unspecified) was read as CYP2C19 inhib 30, CYP2C19 activ 0.7 and hDAT+cocaine 0.85.
For Cc1ccc(S(=O)(=O)N(c2cccc(C(F)(F)F)c2)C2C=CS(=O)(=O)C2)cc1 (stereo unspecified) the results were CYP2C19 inhib 32, CYP2C19 activ 0.7 and hDAT+cocaine 0.0021.
Screening O=C1NCCCC1C(=O)N1CCN(C(=O)c2ccco2)CC1 (stereo unspecified) returned CYP2C19 inhib 5, CYP2C19 activ 1 and hDAT+cocaine 0.37.
Screening O=C(NC1CCCC1)NS(=O)(=O)c1ccccc1Cl returned CYP2C19 inhib 7, CYP2C19 activ 0.9 and hDAT+cocaine -1.5.
`COc1ccc(C2NCCc3cc(OC)c(OC)cc32)cc1OC` (stereo unspecified) gave CYP2C19 inhib 6, CYP2C19 activ 0.9 and hDAT+cocaine 0.29.
Screening COc1cc(C(=O)N2CCCN(c3nc4cc(C)ccc4cc3C#N)CC2)cc(OC)c1OC returned CYP2C19 inhib 22, CYP2C19 activ 0.8 and hDAT+cocaine 0.26.
[O-][N+]1=C2CCC/C(=N\O)C2=NC12CCCCC2 was read as CYP2C19 inhib -4, CYP2C19 activ 1 and hDAT+cocaine -0.34.
CCOc1cc(C2C3=C(CCCC3=O)NC3=C2C(=O)CCC3)cc(Cl)c1O was read as CYP2C19 inhib 15, CYP2C19 activ 0.8 and hDAT+cocaine -0.0023.
c1ccc2oc(CCc3nc4ccccc4o3)nc2c1 was read as CYP2C19 inhib 24, CYP2C19 activ 0.8 and hDAT+cocaine -0.32.
CCOC(=O)c1c(NC(C)=O)sc2c(O)cccc12 was read as CYP2C19 inhib 5, CYP2C19 activ 0.9 and hDAT+cocaine -0.12.
Cc1c(N=Cc2cc3c(cc2Cl)OCO3)c(=O)n(-c2ccccc2)n1C was read as CYP2C19 inhib -2, CYP2C19 activ 1 and hDAT+cocaine -1.2.
Cc1ccccc1OCCCC(=O)Nc1ccc(N2CCOCC2)cc1 was read as CYP2C19 inhib 37, CYP2C19 activ 0.6 and hDAT+cocaine -0.28.
Screening O=C(CSc1nnc(-c2cccs2)n1-c1ccccc1)c1ccc2c(c1)OCCO2 returned CYP2C19 inhib 8, CYP2C19 activ 0.9 and hDAT+cocaine 0.7.
